Rac1 GTP hydrolysis – MgcRacGAP GTPase-activating activity inhibitors, confirmation, biochemical, ADP Hunter fluorescence | MgcRacGAP-stimulated Rac1 GTP hydrolysis, ADP Hunter fluorescence; higher % means a stronger effect; GST-tagged Rac1 F28L mutant substrate | one-dose inhibition, % at 30 µM; IC50 in µM for titrated hits | hit rate 0.6% among 340,000;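 active = first-screen hits whose inhibition reached a set limit at any dose in the follow-up dose series; inconclusive = inhibition above the set first-screen limit but never retested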;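 note: fluorescence reports GDP produced by GAP-driven GTP hydrolysis; strong numbers were not always called active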
Dengue-2 NS5 capping – flavivirus cap methylation enzyme inhibition – biochemical, confirmation dose response, primary screen (AID 588689) | hit rate 0.3% among 340,000 | Dengue-2 NS5 methyltransferase capping enzyme assay, biochemical; higher % means a stronger effect | inhibition, % at 25 µM, or IC50 in µM where a hit was titrated; in the data active = a potency from the dose series; inconclusive = inhibition above about 29% without an active follow-up result
Dengue-2 NS5 capping pilot replicate – second read-out of Dengue-2 NS5 capping, no call of its own (marks repeat the call); inhibition, %; measured here: pilot screen replicate inhibition
The depositor's hits bear a star; ? = inconclusive. The list is partial; the hit share may differ from the screen's.

SMILES	Rac1 GTP hydrolysis	Dengue-2 NS5 capping	others
C#CCOCCOCCOCCNc1nc(N2CCN(C(=O)Cn3cc(CC(C)O)nn3)CC2)nc(N2CCN(C(=O)[C@H](CCCCN)n3cc(CCCC)nn3)CC2)n1 (stereo not given in full)	4%	-11%
C[C@H](CO)N1C[C@H](C)[C@@H](CN(C)C(=O)Nc2ccc3c(c2)OCO3)Oc2c(NC(=O)C3CCCCC3)cccc2C1=O	5%	-1%
c1nc(CCO[C@H]2CCCCO2)cc2cc3c(cc12)OCO3	9%	-2%
Cc1ccc(S(=O)(=O)N2CCOCC2)cc1NC(=O)COC(=O)c1cnc(Cl)c(Cl)c1	14%	-1%
Cc1ccc(NC(=O)COC(=O)CC2CCCC2)cc1F	5%	10%
Nc1nc(SCc2ccc(Cl)cc2Cl)c2ncn(C3OC(CO)C(O)C3O)c2n1 (stereo not given)	12%	-2%
O=C1CC(=Nc2ccc([N+](=O)[O-])cc2)NN1c1c(Cl)cc(Cl)cc1Cl	16%	48µM*
COc1ccc(C(=O)COC(=O)[C@@H](NS(=O)(=O)c2ccccc2)C(C)C)cc1	4%	0%
CC(C)Cc1csc(=S)[nH]1	9%	-6%
COCc1ccc(CN2CCC(n3nccc3NC(=O)c3ccc4c(c3)OCO4)CC2)o1	12%	-2%

Two successive compounds already listed:
SMILES	Rac1 GTP hydrolysis	Dengue-2 NS5 capping	others
c1nc(CCO[C@H]2CCCCO2)cc2cc3c(cc12)OCO3	9%	-2%
Cc1ccc(S(=O)(=O)N2CCOCC2)cc1NC(=O)COC(=O)c1cnc(Cl)c(Cl)c1	14%	-1%

More entries.
SMILES	Rac1 GTP hydrolysis	Dengue-2 NS5 capping	others
O=C(COC(=O)c1ccccc1Br)NC(=O)NCc1ccccc1	5%	-7%
CCC(CC)CC1CN2CCc3cc(OC)c(OC)cc3C2CC1(O)CC (stereo not given)	9%	10%
COC(=O)Cn1ccnc1[N+](=O)[O-]	8%	1%
COc1ccc(C2(C)NC(=O)N(CC(=O)NC3CC3)C2=O)cc1 (stereo not given)	-1%	8%
C[C@@H]1CN([C@H](C)CO)C(=O)c2cc(C3=CCCCC3)cnc2O[C@@H]1CN(C)Cc1ccccc1C(=O)O	9%	-9%
O=C1OCCN1C(=O)[C@H]1[C@H](c2ccc(Cl)cc2)C(c2ccccc2)=NN1c1ccccc1	7%	1%
O=C(CN1C(=O)C(=O)N(CCC2=CCCCC2)C1=O)c1c[nH]c2ccccc12	1%	0%
O=C1c2ccccc2C(=O)N1CCc1c(-c2[nH]c3ccccc3c2CCN2C(=O)c3ccccc3C2=O)[nH]c2ccccc12	9%	0%	Dengue-2 NS5 capping pilot replicate=1.2
C[C@H](CO)N1C[C@H](C)[C@H](CN(C)S(=O)(=O)c2cccc(F)c2)Oc2ncc(-c3cccc(C(=O)N(C)C)c3)cc2C1=O	7%	-6%
COc1cc(-c2ccc3oc(-c4ccsc4)cc(=O)c3c2)cc(OC)c1OC	13%	-7%
Cc1c(O[C@@H]2O[C@H](CO)[C@@H](O)[C@H](O)[C@H]2O)c(CO)c(O[C@@H]2O[C@H](CO)[C@@H](O)[C@H](O)[C@H]2O)c2c1O[C@@H](c1ccccc1)C[C@@H]2O	4%	-3%
C[C@H](CO)N1C[C@H](C)[C@@H](CN(C)S(=O)(=O)c2ccccc2)Oc2ccc(NC(=O)CCC(F)(F)F)cc2C1=O	6%	-5%
CCN1C(=O)[C@H]2[C@@H](c3ccccc3)N[C@]3(CCCN(Cc4ccccc4)C3=O)[C@H]2C1=O	14%	-1%
c1ccc2c(C[C@@H]3CNCCN3CCC34CC5CC(CC(C5)C3)C4)cccc2c1	5%	0%
Cc1ccccc1NC(=O)COC(=O)CCC(=O)c1cccs1	5%	4%
COC(=O)[C@H](CCSC)NC(=O)Cn1cnc2c(SC)nc(N)nc21	4%	1%	Dengue-2 NS5 capping pilot replicate=1.8
O=C(CN1C(=O)NC2(CCCc3ccccc32)C1=O)c1ccccc1F (stereo not given)	1%	?
CN(C(=O)c1cccc(NC(=O)Cc2ccc(NC(=O)C3CCCN(C(=O)CCc4ccccc4)C3)cc2)c1)C1CCC1 (stereo not given)	10%	-3%
O=C(c1ccoc1)N1CCN(c2cc(-c3ccccc3)nc3cc(-c4ccc(Br)cc4)nn23)CC1	13%	4%
C=CC[C@@H](Cc1ccc(F)cc1)C(=O)OC[C@H]1CCCN1C(=O)[C@@H](CC=C)CC(=O)N[C@H](CO)Cc1ccccc1	1%	-9%
CC(CCC(=O)O)C1CCC2C3CC(O)C4CC(O)CC[C@]4(C)C3CCC12C (stereo not given in full)	-3%	0%
O=C(O)c1cccc2c1-c1c(cccc1[N+](=O)[O-])C2	0%	-1%
O=C1[C@H]2[C@@H](c3ccc(C(F)(F)F)cc3)N[C@]3(CCCN(Cc4ccc(Br)cc4)C3=O)[C@H]2C(=O)N1Cc1ccccc1	1%	-5%
O=C(OCC(=O)N1CCc2ccccc21)c1cc(S(=O)(=O)N2CCOCC2)ccc1F	6%	-1%
O=C(Nc1cc(S(=O)(=O)Nc2ccc(Cl)cc2)ccc1O)c1ccc(F)cc1F	3%	2%
CC1CCCCC1NC(=O)NC(=O)COC(=O)c1ccc(OC(F)F)cc1 (stereo not given)	3%	-7%
COc1cccc(C(=O)NCCCc2ccccc2)c1OC	5%	-4%
COc1ccc2c(c1)OC[C@H]1[C@H]2N2C(=O)c3cc(C)ccc3NC(=O)[C@@]2(C)[C@H]1c1ccccc1	5%	-4%
CN(C)c1ccc2nc3ccc(=O)cc-3sc2c1	18%	12%
CCC[C@H]1CN(c2ccccc2)C(=O)[C@@H]1CC(=O)Nc1ccc(Br)cc1	13%	-1%

Fetched by structure from the list above, five records:
SMILES	Rac1 GTP hydrolysis	Dengue-2 NS5 capping	others
CCC[C@H]1CN(c2ccccc2)C(=O)[C@@H]1CC(=O)Nc1ccc(Br)cc1	13%	-1%
CC1CCCCC1NC(=O)NC(=O)COC(=O)c1ccc(OC(F)F)cc1 (stereo not given)	3%	-7%
O=C(OCC(=O)N1CCc2ccccc21)c1cc(S(=O)(=O)N2CCOCC2)ccc1F	6%	-1%
COc1cccc(C(=O)NCCCc2ccccc2)c1OC	5%	-4%
COc1ccc2c(c1)OC[C@H]1[C@H]2N2C(=O)c3cc(C)ccc3NC(=O)[C@@]2(C)[C@H]1c1ccccc1	5%	-4%

Additional records follow.
SMILES	Rac1 GTP hydrolysis	Dengue-2 NS5 capping	others
O=C1CC(c2ccccc2)=C(c2ccccc2)C1c1ccccc1 (stereo not given)	-2%	-6%
COc1cc2cnc(-c3ccsc3)cc2cc1OC	21%	-1%
COc1ccccc1CN(C)C(=O)c1ccc(S(=O)(=O)Nc2c(C)n(C)n(-c3ccccc3)c2=O)cc1	-8%	-11%
Cc1ccccc1Nc1nc(Cl)nc(NC(C)(C)C)n1	14%	2%
C#CCN1Cc2ccccc2Oc2cc(Br)ccc2S1(=O)=O	5%	-1%	Dengue-2 NS5 capping pilot replicate=4.9
COCCNC(=S)Nc1ccc(N2CCOCC2)c(S(=O)(=O)Nc2ccc(Cl)cc2)c1	21%	-13%
Cc1noc(NS(=O)(=O)c2ccc(NC(=O)c3cc(F)c(F)c(F)c3F)cc2)c1C	-3%	9%
O=C(CN1C(=O)NC2(CCCC2)C1=O)NCc1ccc(F)cc1	1%	5%
CCOC(=O)Sc1nc2ncncc2[nH]1	6%	5%
Cc1ccccc1C(C)NS(=O)(=O)c1ccc2c(c1)OCCO2 (stereo not given)	4%	-13%
O=c1[nH]c(=O)c2[nH]c(=O)n(-c3ccccc3)c2[nH]1	5%	11%
O=C(CCNC(=O)C1CCN(S(=O)(=O)c2ccccc2)CC1)NCc1cccnc1	4%	1%
COc1cc(/C=C/C(=O)OCC(=O)NCCC2=CCCCC2)cc(OC)c1OC	-10%	-12%
O=C(NCc1ccccc1CN1CCCC1)c1ccc(S(=O)(=O)Nc2ccccc2)cc1	5%	-1%
NC(=O)CC[C@H](NC(=O)c1ccc(F)cc1)C(=O)N1CCN(Cc2ccc3c(c2)OCO3)CC1	7%	-5%
O=C(O)C=Cc1c[nH]c2nccnc12	-6%	3%
Cc1cccc(OCc2ccccc2)n1	0%	8%
O=C(NCCCl)Nc1ccccc1NS(=O)(=O)c1cccs1	4%	-4%
COc1ccc(CN(C2CC2)S(=O)(=O)c2ccccc2Br)cc1	7%	-1%	Dengue-2 NS5 capping pilot replicate=3.4
Cc1c(NC(=O)c2ccc(NS(=O)(=O)c3cccc([N+](=O)[O-])c3)cc2)c(=O)n(-c2ccccc2)n1C	1%	-3%

Brought forward from above: two compounds; new compounds follow.
SMILES	Rac1 GTP hydrolysis	Dengue-2 NS5 capping	others
COc1ccc(CN(C2CC2)S(=O)(=O)c2ccccc2Br)cc1	7%	-1%	Dengue-2 NS5 capping pilot replicate=3.4
Cc1c(NC(=O)c2ccc(NS(=O)(=O)c3cccc([N+](=O)[O-])c3)cc2)c(=O)n(-c2ccccc2)n1C	1%	-3%
COc1ccc(NC(=O)Nc2ccc3c(c2)C(=O)N([C@H](C)CO)C[C@H](C)[C@@H](CN(C)S(=O)(=O)c2ccccc2)O3)cc1	8%	-30%
O=C(CNC(=O)c1ccco1)OCc1ccccc1Cl	1%	-2%
CC(C)N(C(=O)[C@H]1C[C@H](CC(=O)NCCCN(C)C)C(=O)N2CCc3c([nH]c4cc(CCC(=O)N(C)C)ccc34)[C@]12C)C(C)C	9%	1%	Dengue-2 NS5 capping pilot replicate=1.5
C[C@H](CO)N1C[C@H](C)[C@@H](CN(C)C(=O)Nc2ccccc2)Oc2ccc(NC(=O)Cc3ccccc3)cc2C1=O	-1%	-8%
O=C(c1cc(-c2cccc3ccccc23)nc2ccccc12)N1CCN(CCO)CC1	1%	-4%
CCCN=C1N(C)C[C@@H]2[C@@H]3C(=O)N(Cc4ccccc4)C(=O)[C@@H]3[C@](Cc3ccccc3)(C(=O)OC)N12	5%	1%
CCN1C(=O)[C@H]2[C@@H](c3ccc(C(F)(F)F)cc3)N[C@]3(CCCN(Cc4ccc(Cl)cc4)C3=O)[C@H]2C1=O	11%	-7%
CCCCN1C(=N)N([C@@H](CCC)CN2CCC[C@H]2CN2C(N)=NC[C@H]2C(C)C)C[C@H]1[C@H](C)CC	9%	2%
Cn1c(=O)c2[nH]c(SCCN3CCCCC3)nc2n(C)c1=S	10%	2%
Cc1ccsc1C(=O)OCC(=O)N1C(C)CCCC1C (stereo not given)	2%	-1%
COc1cc(/C=C/C(=O)OCC(=O)NCCc2ccc(F)cc2)ccc1OC(F)F	-4%	3%
COc1ccc(C(C)=O)cc1COC(=O)c1ccc2c(c1)OCCO2	3%	-12%
COC(=O)[C@@]1(C)[C@H]2C(=O)N(C)C(=O)[C@H]2[C@H]2CN(C)C(=NC3CCCCC3)N21	9%	4%	Dengue-2 NS5 capping pilot replicate=-2.4
CCN(C[C@H]1N[C@@](Cc2ccccc2)(C(=O)OC)[C@H]2C(=O)N(Cc3ccccc3)C(=O)[C@@H]12)S(=O)(=O)c1ccc(F)cc1	1%	1%	Dengue-2 NS5 capping pilot replicate=-6.7
CN(C(=O)c1cccc(NC(=O)Cc2ccc(NC(=O)C3CCCN(C(=O)c4ccccc4)C3)cc2)c1)C1CCCC1 (stereo not given)	6%	-6%
CC1CC(C)(C)NC2(CCCC2)N1 (stereo not given)	0%	-5%
CCN([C@H](CO)CC(C)C)S(=O)(=O)c1ccccc1	7%	3%	Dengue-2 NS5 capping pilot replicate=0.0
Cc1ccc(C)c(S(=O)(=O)NC2CCSC2=O)c1 (stereo not given)	3%	0%
Cc1ccc(SCc2c(C(=O)N/N=C/c3cccs3)nnn2-c2nonc2N)cc1	5%	-2%
Cc1ccn(CCC(=O)N2CCCC(N3CCN(c4ccccc4C)CC3)C2)n1 (stereo not given)	11%	-2%
C[C@H](CO)N1C[C@H](C)[C@@H](CN(C)Cc2ccc(Cl)c(Cl)c2)Oc2c(NC(=O)C3CC3)cccc2C1=O	7%	-5%
COc1ccc(NC(=O)N(C)[C@H]2C[C@H]3c4[nH]c5ccccc5c4CCN3C[C@H]2[C@H](C)O)cc1	21%	-1%
Cc1[nH]c(=S)[nH]c(=O)c1Cc1c(O)ccc2ccccc12	12%	-2%
COC(=O)[C@H](Cc1ccccc1)NCCCn1cnc(C(=O)Nc2ccc(C)c(C)c2)n1	-1%	1%	Dengue-2 NS5 capping pilot replicate=1.8
Cc1ccc(CCC(=O)Nc2ccc(Cl)cc2Cl)o1	11%	2%
O=C(Cc1c(F)cccc1Cl)NNC(=O)c1cccs1	3%	-4%
Cn1ncc2c(=O)[nH]c(N)nc21	2%	6%
COc1ccc(S(=O)(=O)N2CCCCC2)cc1NC(=O)Cc1cccc(C(F)(F)F)c1	7%	-1%
C=CCNc1cc(F)ccc1S(=O)(=O)NCC=C	12%	2%	Dengue-2 NS5 capping pilot replicate=4.6
O=C(NC1CCN(Cc2ccccc2)CC1)c1ccccc1NS(=O)(=O)c1ccc(F)cc1	6%	-1%
Cc1ccc(NC(=O)/C=C/c2ccc(S(=O)(=O)N3CCOCC3)cc2)cc1S(=O)(=O)N(C)C	6%	-10%
COCCCN1C(=O)C(CC(=O)NC2CCCC2)CC(C(=O)N2CCOCC2)=C1C (stereo not given)	11%	-8%
O=C(NC(=S)NCc1ccco1)c1ccc([N+](=O)[O-])cc1	8%	0%
Cc1ccc(NC(=O)CN(C)CC(=O)Nc2ccc3c(c2)OCO3)cc1	6%	-3%
COc1ccc2sc(-c3ccc(SC)cc3)c(C#CCO)c2c1	8%	-8%
COC(=O)c1c(-c2cc(OC)cc(OC)c2)sc2ccc(OC)cc12	7%	1%	Dengue-2 NS5 capping pilot replicate=-2.4
O=C(OCC(=O)N1CCCC1)c1cc(=O)c2ccccc2o1	3%	-5%
C[C@@H]1COC(=O)[C@@H](CC(=O)OC(C)(C)C)C/C=C\C[C@@H](CC(=O)NCCO)C(=O)N1	5%	-6%	Dengue-2 NS5 capping pilot replicate=-0.3
